NPY Y2 blocker: antagonists of human neuropeptide Y receptor Y2 | P49146 | NPY-Y2 expressing cells, antagonist mode | inhibition, % at 2.7 µM | 0.99% of 140,000 active | AID 793; in the data active means inhibition above about 17%;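 further: 0% = vehicle with agonist challenge and 100% = reference antagonist with challenge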
BB579 growth dn: chemicals that inhibit yeast BB579 growth in restrictive medium (lifespan-shortening candidates) | S. cerevisiae BB579 growth, OD615, 48 h | inhibition, % at 10 µM | 0.51% of 140,000 active;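 active means inhibition above a set limit, 3 SD over the mean compound inhibition, cut at about 44% in these data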; further: inactives centre near -24
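System: Saccharomyces cerevisiae DeaD strain BB579, replicative lifespan model yeast. Buffer or medium: restrictive glucose-based CSMM-D medium. Doses: one dose, 10 µM compound with 0.25% DMSO. Timing: 4 h preincubation and 48 h exposure at 30 °C. Detection: turbidity as optical density at 615 nm. Benchmarks: amphotericin B 10 µg/mL, positive.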
HCT116 PTEN-null: suppresses growth of cells with PTEN deletion; HCT116 PTEN-null viability, CellTiter-Glo, 60 h; stronger effect = lower value; viability, % at 10 µM; 1.2% of 140,000 active; AID 827;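 active means viability at or below a set limit, 4 SD under the median of all tested compounds, cut at about 3.7% in these data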;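 further: PTEN knockout HCT116 line with beta catenin targeted HCT116 as companion control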
MRP-1 activ: MRP-1 activation. H69AR cells + doxorubicin, viability rescue, CellTiter-Glo. viability increase, % at 10 µM. 0.61% of 140,000 active. AID 799;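 active means viability gain under doxorubicin at or above a set limit, the compound median plus 3 SD, cut at about 4.7% in these data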;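 further: MRP-1 overexpressing cells given doxorubicin 25 µM after compound pretreatment; 18-22 h compound pretreatment then 72 h with doxorubicin before readout; 0% = doxorubicin-only wells and 100% = vehicle-treated cells without doxorubicin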
Yeast lifespan up: yeast lifespan extension; S. cerevisiae growth with nicotinamide, OD615; deaD strain in restrictive glucose medium; inhibition of the nicotinamide effect, % at 10 µM; 0.68% of 130,000 active;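 active means inhibition above a set limit, placed 3 SD over the median of all compounds, cut at about 26% in these data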;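 further: 0% = nicotinamide-treated wells and 100% = cells grown without nicotinamide; some compounds called inactive have numbers as strong as hits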
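Buffer or medium: CSMM-D glucose medium, restrictive; test system: modified budding yeast, DeaD strain; compound: single dose 10 µM compound, 0.25% DMSO; schedule: culture preincubation 4 h, compound exposure 48 h, both 30 °C; detection: optical density (absorbance) at 615 nm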
Measles CPE: protection of cells from measles virus; Measles virus-infected cells, CPE protection, absorbance; protection (pct of control), % at 4 µM; 1.5% of 140,000 active; in the data active means protection mostly above about 24%, no sharp cut-off; inactive means mostly below about 26%; further: some compounds called inactive have numbers as strong as hits
HCT116 bCat-KO: beta-catenin-lacking colon tumor cell growth suppression | HCT116 beta-catenin knockout viability, CellTiter-Glo, 60 h; stronger effect = lower value | viability, % at 10 µM | 1.5% of 140,000 active;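 active means viability at or under a set limit, the compound median less 4 SD, cut at about 6% in these data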;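 further: 0% = Hyamine 1622 control at 20 µM and 100% = untreated cell control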
GALR2 antag: blocks the human galanin receptor 2. O43603. GALR2-expressing cells, antagonist mode. inhibition, % at 4 µM. 0.39% of 140,000 active. AID 828; in the data active means inhibition above about 27%;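 further: cells stimulated with galanin 1-16 at roughly its EC80; 0% = agonist challenge control and 100% = basal control without agonist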
Target sequence (O43603 whole entry, looked up): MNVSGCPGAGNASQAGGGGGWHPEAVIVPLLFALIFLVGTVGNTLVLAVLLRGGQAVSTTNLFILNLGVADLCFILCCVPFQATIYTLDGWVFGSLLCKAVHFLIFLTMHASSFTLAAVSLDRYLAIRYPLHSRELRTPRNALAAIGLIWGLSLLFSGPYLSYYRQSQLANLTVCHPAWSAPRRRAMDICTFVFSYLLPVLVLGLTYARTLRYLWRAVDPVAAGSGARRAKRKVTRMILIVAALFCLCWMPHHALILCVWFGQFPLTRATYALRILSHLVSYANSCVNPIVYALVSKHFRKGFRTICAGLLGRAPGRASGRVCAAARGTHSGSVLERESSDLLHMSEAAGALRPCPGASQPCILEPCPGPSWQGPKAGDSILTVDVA
Phagocyt inh: macrophage phagocytosis inhibition. inhibition, % at 5 µM. J774A.1 macrophage IgG-bead phagocytosis, imaging. 0.07% of 110,000 active;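 active means inhibition above the mean of the plate negative controls plus 5 SD, cut at about 13% in these data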;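 further: phagocytic index as fraction of beads internalized from green versus red external bead signal; plate controls were DMSO negative control for no effect and cytochalasin-D positive control for full effect; some results beyond the cut were filed as inactive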
E-sel TNF inh: TNF alpha driven E-selectin expression inhibition; AID 1246; 0.71% of 120,000 active; HUVEC TNFa-induced E-selectin immunofluorescence, high content; inhibition, % at 2 µM;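 active means inhibition above the batch mean plus 3 SD, and confirmed as a hit on visual image review, cut at about 43% in these data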;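 further: 0% = TNF-stimulated DMSO wells and 100% = unstimulated control wells; not every result past the cut was called active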
* hit, by the source's call; · = no result given.

| No. | mol | NPY Y2 blocker | BB579 growth dn | HCT116 PTEN-null | MRP-1 activ | Yeast lifespan up | Measles CPE | HCT116 bCat-KO | GALR2 antag | Phagocyt inh | E-sel TNF inh |
| --- | --- | --- | --- | --- | --- | --- | --- | --- | --- | --- | --- |
| 1 | Cc1ccc(NC(=O)Cn2c(O)c(N=NS(=O)(=O)c3ccc(C)cc3)c3ccccc32)cc1 | -1 | 6 | 90 | 0.7 | 9 | 3 | 85 | 1 | -2 | · |
| 2 | N#CCCCSc1nnnn1-c1cccc(Cl)c1 | -2 | -14 | 101 | 0.5 | -9 | 9 | 99 | -7 | 0 | -22 |
| 3 | CCNC(=O)c1sc(=S)n(CC)c1N | 4 | 14 | 93 | -1.7 | -2 | 2 | 96 | 7 | 0 | 17 |
| 4 | CCOC(=O)C1CCN(S(=O)(=O)Cc2ccc(Cl)cc2)CC1 | 4 | -44 | 106 | 1.5 | -9 | 27 | 86 | 12 | · | -33 |
| 5 | CCCc1cc(C(=O)Nc2nnc(C)s2)cs1 | 0 | -25 | 85 | -0.8 | -23 | 14 | 101 | 6 | -1 | · |
| 6 | COc1ccc(Cl)cc1NC(=O)COC(=O)CCNC(C)=O | 2 | -4 | 93 | -0.6 | -15 | 8 | 91 | 7 | 0 | -68 |
| 7 | N#C/C(=C\c1cccs1)C(=O)NCc1cccnc1 | 1 | -46 | 101 | -2.6 | 1 | 11 | 102 | 5 | -3 | · |
| 8 | CN1CCN(Cn2cc(/C=C/C(=O)c3ccccc3)c3ccccc32)CC1 | -2 | -47 | 83 | -2.5 | -23 | 19 | 74 | 15 | · | -26 |
| 9 | COc1ccccc1N1CCN(C(=O)c2cc3cc(Br)ccc3oc2=O)CC1 | 3 | -9 | 90 | 1.6 | -10 | 14 | 101 | 6 | 0 | -1 |
| 10 | COc1cccc(CC(NC(C)=O)C(=O)NC2CCN(c3nc(C)cc(C)c3C#N)CC2)c1OC (centres undefined) | 1 | -15 | 90 | -1.1 | -18 | 6 | 96 | 0 | 0 | · |
| 11 | Cc1cc(Cl)ccc1NC(=O)CCCN1C(=O)CCC1=O | 5 | -54 | 113 | 0.1 | -2 | 8 | 102 | -6 | 0 | -4 |
| 12 | c1ccc2sc(NC3=NCN(C4CCCCCC4)CN3)nc2c1 | -2 | -21 | 77 | -1.9 | 2 | 6 | 76 | 6 | · | -11 |
| 13 | COc1ccc(C(=O)Oc2ccc(C(C)=O)cc2)c(OC)c1 | 2 | 2 | 111 | 1.1 | -13 | 18 | 99 | 7 | · | 12 |
| 14 | O=C(CCc1ccccc1)N1CCCN(C(=O)CCc2ccccc2)CC1 | 2 | -44 | 89 | -1.7 | 4 | 26 | 93 | 9 | -1 | 23 |
| 15 | CC1=NN(c2cccc(Cl)c2)C(=O)C12CC(C)=C(C)CS2 (centres undefined) | 1 | -50 | 87 | -1.9 | 17 | 13 | 65 | -3 | -1 | 33 |
| 16 | COc1ccc(OC)c(S(=O)(=O)N2CCC(C(=O)NCCc3ccccc3)CC2)c1 | -3 | -5 | 93 | -0.4 | -9 | 4 | 82 | 7 | · | 8 |
| 17 | COc1cccc(/C=c2\s/c(=C/C(=O)c3ccc(C)cc3)[nH]c2=O)c1OC | 9 | -21 | 75 | -3.2 | -2 | 12 | 81 | -9 | -13 | · |
| 18 | COC(=O)c1c(-c2cccs2)csc1NC(=O)c1cccnc1 | 4 | 13 | 89 | -1.8 | -10 | 10 | 97 | 0 | 0 | · |
| 19 | Cc1ccc(S(=O)(=O)NC(C(=O)Oc2ccc3ccc(=O)oc3c2)c2ccccc2)cc1 (centres undefined) | 2 | -9 | 97 | -3.9 | 12 | 5 | 93 | -12 | · | 20 |
| 20 | Cc1cc(Cl)c(S(=O)(=O)NCC2CCCO2)cc1OCC(=O)NC1CCCCC1 (centres undefined) | -1 | -23 | 89 | -1.1 | -4 | 24 | 85 | 3 | 1 | 10 |

Structures listed so far with a carbonyl joined to an NH by a bond outside any ring:
| No. | mol | NPY Y2 blocker | BB579 growth dn | HCT116 PTEN-null | MRP-1 activ | Yeast lifespan up | Measles CPE | HCT116 bCat-KO | GALR2 antag | Phagocyt inh | E-sel TNF inh |
| --- | --- | --- | --- | --- | --- | --- | --- | --- | --- | --- | --- |
| 1 | Cc1ccc(NC(=O)Cn2c(O)c(N=NS(=O)(=O)c3ccc(C)cc3)c3ccccc32)cc1 | -1 | 6 | 90 | 0.7 | 9 | 3 | 85 | 1 | -2 | · |
| 3 | CCNC(=O)c1sc(=S)n(CC)c1N | 4 | 14 | 93 | -1.7 | -2 | 2 | 96 | 7 | 0 | 17 |
| 5 | CCCc1cc(C(=O)Nc2nnc(C)s2)cs1 | 0 | -25 | 85 | -0.8 | -23 | 14 | 101 | 6 | -1 | · |
| 6 | COc1ccc(Cl)cc1NC(=O)COC(=O)CCNC(C)=O | 2 | -4 | 93 | -0.6 | -15 | 8 | 91 | 7 | 0 | -68 |
| 7 | N#C/C(=C\c1cccs1)C(=O)NCc1cccnc1 | 1 | -46 | 101 | -2.6 | 1 | 11 | 102 | 5 | -3 | · |
| 10 | COc1cccc(CC(NC(C)=O)C(=O)NC2CCN(c3nc(C)cc(C)c3C#N)CC2)c1OC (centres undefined) | 1 | -15 | 90 | -1.1 | -18 | 6 | 96 | 0 | 0 | · |
| 11 | Cc1cc(Cl)ccc1NC(=O)CCCN1C(=O)CCC1=O | 5 | -54 | 113 | 0.1 | -2 | 8 | 102 | -6 | 0 | -4 |
| 16 | COc1ccc(OC)c(S(=O)(=O)N2CCC(C(=O)NCCc3ccccc3)CC2)c1 | -3 | -5 | 93 | -0.4 | -9 | 4 | 82 | 7 | · | 8 |
| 18 | COC(=O)c1c(-c2cccs2)csc1NC(=O)c1cccnc1 | 4 | 13 | 89 | -1.8 | -10 | 10 | 97 | 0 | 0 | · |
| 20 | Cc1cc(Cl)c(S(=O)(=O)NCC2CCCO2)cc1OCC(=O)NC1CCCCC1 (centres undefined) | -1 | -23 | 89 | -1.1 | -4 | 24 | 85 | 3 | 1 | 10 |

Compound activity (PubChem BioAssay)
